Screens as filed in PubChem.
TR SRC2 fluor cs: counter-screen for TRb-SRC2 inhibitors: fluorescence interference. TRb/SRC2 Texas Red total fluorescence interference. Potency, µM (highest dose often 106 µM), inactives show at the highest dose fluorescence change, negative = quenching. actives 0.29% (n = 280,000); active = well fitted curve in either direction with a large enough effect; inconclusive = small, poorly fitted or top-dose-only effect; also: % is scaled to controls: 0 for no effect and ±100 for the full control effect
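Human TRβ ligand-binding domain (0.6 uM) and Texas Red SRC2 peptide (20 nM) in Tris buffer with 1 uM T3 and 5% DMSO were incubated with pinned compound for 5 hr at ambient temperature. Total fluorescence was computed as S + 2P (555/632 nm).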
ALDH1A1 inh: inhibitors of human aldehyde dehydrogenase 1A1 | P00352 | Purified ALDH1A1, NADH fluorescence, propionaldehyde substrate | Potency, µM (top dose mostly 75.3 µM), inactives show at the highest dose activity, negative = inhibition, actives largely listed as inhibitors | actives 7.3% (n = 220,000); active = well fitted inhibition curve with a large enough effect, not every such curve was filed as active; inconclusive = small, poorly fitted or top-dose-only effect, or another doubt; inactive = no such curve, though single readings can be large or run the other way;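 also: plate controls were no enzyme wells and a reference inhibitor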
JMJD2E inh: inhibitors of human JMJD2E histone demethylase | B2RXH2 | JMJD2E catalytic domain, FDH-coupled NADH fluorescence (FDH is formaldehyde dehydrogenase) | Potency, µM (top dose mostly 57.1 µM), without a hit: at the highest dose activity change, negative = inhibition, hits mostly inhibitors | actives 1.6% (n = 230,000); active = well fitted inhibition curve with a large enough effect, not every such curve was filed as active; inconclusive = small, poorly fitted or top-dose-only effect, or another doubt; inactive = no such curve, though single readings can be large or run the other way;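 also: 0% = wells with enzyme and -100% = buffer wells without enzyme; nearly all actives have a fitted effect of over 50% in size; many of its hits are not listed in these tables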
Target sequence (B2RXH2 1-337 limits assumed): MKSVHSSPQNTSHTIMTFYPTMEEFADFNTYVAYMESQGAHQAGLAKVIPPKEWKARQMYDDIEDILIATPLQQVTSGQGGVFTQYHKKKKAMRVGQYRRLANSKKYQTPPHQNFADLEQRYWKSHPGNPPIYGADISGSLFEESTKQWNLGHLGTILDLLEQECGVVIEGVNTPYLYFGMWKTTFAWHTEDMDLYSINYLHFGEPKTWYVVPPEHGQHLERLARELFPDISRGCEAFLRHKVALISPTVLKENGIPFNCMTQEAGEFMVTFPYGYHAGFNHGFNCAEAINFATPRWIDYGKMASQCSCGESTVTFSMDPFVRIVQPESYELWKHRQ
GoLoco inh red: RGS12 GoLoco-Gai1 interaction inhibition. AID 880. Gai1:RGS12 GoLoco peptide FP, rhodamine, 10 min. actives 0.44% (n = 230,000). Potency, µM (series often up to 61.6 µM), for the others: at the top dose activity, negative = inhibition, hits mostly inhibitors. P63096; active = well fitted inhibition curve with a large enough effect, not every such curve was filed as active; inactive = no such curve, though single readings can be large or run the other way; also: % is scaled to controls: 0 for no effect and ±100 for the full control effect; nearly all actives have a fitted effect of over 30% in size; many of its hits are not listed in these tables
TRb SRC2 PPI: TRbeta-SRC2 interaction inhibition. P10828. TRbeta-SRC2 peptide binding, fluorescence polarization; receptor liganded with 1 µM T3. Potency, µM (series often up to 106 µM), for inactives: top-dose activity change, negative = inhibition, usual class: inhibitors. actives 0.065% (n = 280,000). AID 1469;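 also: plate controls were bound peptide for no effect and peptide without receptor for full effect; nearly all actives have a fitted effect of over 50% in size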
Target sequence (P10828 whole entry, looked up): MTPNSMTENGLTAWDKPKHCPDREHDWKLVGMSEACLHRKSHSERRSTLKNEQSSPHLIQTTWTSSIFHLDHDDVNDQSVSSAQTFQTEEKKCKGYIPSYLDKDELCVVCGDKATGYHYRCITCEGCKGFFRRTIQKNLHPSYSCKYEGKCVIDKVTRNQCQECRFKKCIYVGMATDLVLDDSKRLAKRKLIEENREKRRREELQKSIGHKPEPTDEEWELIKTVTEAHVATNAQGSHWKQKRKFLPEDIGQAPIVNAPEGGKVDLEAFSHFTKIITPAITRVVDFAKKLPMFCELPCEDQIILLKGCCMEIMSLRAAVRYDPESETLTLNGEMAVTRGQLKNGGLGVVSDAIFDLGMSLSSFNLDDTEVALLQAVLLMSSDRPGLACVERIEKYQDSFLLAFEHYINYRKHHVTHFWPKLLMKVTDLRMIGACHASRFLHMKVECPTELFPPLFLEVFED
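Each compound concentration gave % activity, normalized to unbound and bound Texas Red SRC2 controls, from polarization read after 5 hr ambient incubation with T3-loaded human TRb LBD.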
RECQ1 inh: RECQ1 (human) helicase inhibition; AID 2549; RECQ1 DNA unwinding, red fluorescence kinetic read; Potency, µM (doses to about 57.3 µM), without a hit: at the highest dose activity, negative = inhibition, usual class: inhibitors; P46063; actives 0.54% (n = 240,000);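 also: plate controls were vehicle for no effect and no enzyme for full effect; nearly all actives have a fitted effect of over 30% in size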
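RECQ1T1 50 nM; forked duplex (20 bp + 30-nt ss tails) 200 nM, ATP 2 mM final; pH 8.0, 2 mM MgCl2, 2.5 ug/ml poly(dI-dC); 15 min compound preincubation; discontinuous kinetic read over 2 h at RT.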
LMNA splice mod: changes lamin A minigene splicing in HeLa cells | HeLa LMNA splicing GFP/RFP minigene ratio, 48 h | Potency, µM (series often up to 46.1 µM), inactives show at the highest dose ratio change, negative = inhibition, most hits filed as inhibitors | actives 0.01% (n = 200,000) | AID 1487; active = well fitted inhibition curve with a large enough effect in the signal ratio, with a control signal flat, not every such curve was filed as active; inconclusive = small, poorly fitted or top-dose-only effect, or effect the other way, or a change in a side signal; the % refers to the signal ratio; also: % is scaled to controls: 0 for no effect and ±100 for the full control effect
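S3 HeLa stable clones carrying a lamin A-EGFP splicing minigene plus DsRed2 were seeded at 600 cells/well in Opti-MEM with 2% FBS, pin-dosed and incubated 48 h at 37°C. Acumen cytometry (488 nm) gave the GFP/RFP total-intensity ratio.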
SMN2 splice enh: SMN2 splice variant enhancement | actives 2.8% (n = 210,000) | HEK293 SMN2-luciferase splicing reporter, luminescence, 30-36 h | Potency, µM (doses to about 46.1 µM), for the others: at the highest dose activity change, positive = activation, usual class: activators | AID 1458; also: % of control where 0% means no effect; nearly all actives have a fitted effect of over 55% in size
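qHTS luciferase splicing reporter: luminescence rises when SMN2 exon 7 is included in transfected HEK293 cells. Compound exposure lasted 30-36 h at 37C, with 4.5 mM final sodium butyrate as control, followed by a ONE-Glo read.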
Numbers without * were called inactive; i = inactive; ? = inconclusive; · = no result given; & = joins results of further samples; [ ] = remark or other dose. Unless noted, calls follow the shape of the dose curve; as a rule, active = well fitted curve in the direction sought with a large enough effect; inconclusive = small, poorly fitted or top-dose-only effect, or another doubt; inactive = no such curve, though single readings can be large; an effect the other way counts as inactive or inconclusive. Potency is read from the fitted curve at half-maximal effect. Not all compounds are listed. The share of hits here may be higher or lower than overall.

SMILES	TR SRC2 fluor cs	ALDH1A1 inh	JMJD2E inh	GoLoco inh red	TRb SRC2 PPI	RECQ1 inh	LMNA splice mod	SMN2 splice enh
CCN(CC)C(=O)C1CCCN(c2ccc([N+](=O)[O-])cc2/C=N/NC(=O)c2ccc([N+](=O)[O-])cc2)C1 (stereo not drawn)	2%	?	4%	3%	7%	-3%	4%	23%
O=C(NN=C1CCCCC1)c1ccccc1OCc1ccc(F)cc1	-1%[53 µM]	?	12%	3%	0%[53 µM]	-3%	?	2%
Cc1ccc2nc(-c3ccc(SCC(=O)Nc4cc(C)on4)nc3)[nH]c2c1	1%	?	?	-2%	7%	1%	?	-5%
CCOc1ccc2[nH]c(=O)c(CN(Cc3ccco3)C(=O)c3ccc(Br)cc3)cc2c1	-5%	4.5µM*	?	2%	4%	i	10%	9%
COC(=O)c1ccc(C(=O)OC)c(NC(=O)CSc2cccc[n+]2[O-])c1	1%	?	?	4%	-10%	i	?	-2%
CC(C)C[C@H](N)c1nnc(S(=O)(=O)Cc2cccc(F)c2)o1	-1%	13µM*	0%	-10%	-9%	1%	?	9%
COCCNC(=S)N(CCc1c(C)[nH]c2ccc(Cl)cc12)Cc1cccs1	-1%	?	-7%	3%	4%	-6%	8%[9.22 µM]	-97%[inhibitor]
COc1cc(-c2cc(C(F)(F)F)n3ncc(C(=O)O)c3n2)cc(OC)c1OC	-4%	6%	-6%	12%	2%	i	8%	10%
COc1cc(OC)c(C(=O)CCC(=O)O)cc1OC	-4%	2%	0%	2%	4%	-2%	-6%	6%
COc1ccc(-c2nnc3ccc(SCC(=O)Nc4nc5ccc(C)cc5s4)nn23)cc1OC	1%	?	?	0%	6%	-2%	1%	12%
CCCC(=O)N=c1sc2cccc(F)c2n1C	-4%	-3%	4%	8%	0%	-2%	-7%	15%
c1cncc(CNc2ncncc2-c2cccnc2)c1	·	23%	·	-3%	·	-7%	1%	·
CCOC(=O)/C(C)=N/NC(=O)c1cccc([N+](=O)[O-])c1	-1%	6%	2%	2%	0%	i	·	-15%
CN1CCC=C(C(=O)N2c3ccccc3Sc3ccc(Cl)cc32)C1	-2%	·	-3%	-11%	-5%	i	·	·
CCN(CC)S(=O)(=O)c1ccc(NC(=O)COC(=O)c2ccc(NC(=O)CC#N)cc2)cc1	-2%	?	?	48%[activator]	-16%	i	·	7%
O=C1CN(C(=O)CSc2nnc3ccccn23)c2ccccc2N1	1%	9%	-6%	4%	0%	-10%	-7%	4%
Cc1c(NS(=O)(=O)CC23CCC(CC2=O)C3(C)C)c(=O)n(-c2ccccc2)n1C (stereo not drawn)	0%	-9%	4%	6%	-2%	-10%	2%	11%
Cc1[nH]c(=S)sc1Cc1ccc(F)cc1	0%	?	-4%	-4%	-3%	-8%	?	-14%
Cc1cc(NC(=O)CSc2nnc(Nc3ccccc3F)s2)no1	-5%	16%	1%	3%	-1%	11%	-9%[9.22 µM]	13%
O=C(O)c1ccccc1C(=O)c1cccs1	-1%	5%	-2%	-1%	-9%	-3%	?	-1%
O=C(Cc1ccccc1)Nc1cc(Cl)ccc1Sc1ccccc1	0%	1%	8%	-3%	1%	0%	?	-17%
C(=C\c1ccccc1)/CNn1cnnc1	-6%	-8%	?	4%	4%	-1%	8%	8%
COc1ccc(NC(=O)C(=S)NC2CCCCC2)cc1	-1%	-2%	-22%	0%	-5%	-15%	23%[46 µM]	13µM*
Nc1nonc1-c1noc(COc2ccccc2Cl)n1	0%	6%	-3%	4%	-7%	0%	10%	11µM*
Cc1cc(N2CCN(c3ccc(F)cc3)CC2)n2ncnc2n1	-5%	·	4%	-7%	4%	13%	·	·
Cc1ccc(NCCC(=O)c2cccs2)cc1C	0%	1.6µM*	-5%	10%	1%	i	?	?
COc1ccc(C(=O)CSc2nnc(Cc3ccccc3)o2)cc1	1%	?	8%	11%	-3%	-18%	?	-1%
Cc1nccn1CC(=O)O	-2%	14%	2%	3%	-5%	i	0%	3%
CCC(C)NC(=O)C1CCN(C(=O)N(C)C)CC1 (stereo not drawn)	2%	5%	2%	8%	-21%	-10%	-3%	0%
CC(C)=C1C(=O)NN(c2cccc(Cl)c2)C1=O	-8%	-1%	-14%	1%	2%	?	-4%	9%

2 of these compounds, reformatted.
Molecule,TR SRC2 fluor cs,ALDH1A1 inh,JMJD2E inh,GoLoco inh red,TRb SRC2 PPI,RECQ1 inh,LMNA splice mod,SMN2 splice enh
Cc1c(NS(=O)(=O)CC23CCC(CC2=O)C3(C)C)c(=O)n(-c2ccccc2)n1C (stereo not drawn),0%,-9%,4%,6%,-2%,-10%,2%,11%
CC(C)C[C@H](N)c1nnc(S(=O)(=O)Cc2cccc(F)c2)o1,-1%,13µM*,0%,-10%,-9%,1%,?,9%

Additional compounds follow:
SMILES	TR SRC2 fluor cs	ALDH1A1 inh	JMJD2E inh	GoLoco inh red	TRb SRC2 PPI	RECQ1 inh	LMNA splice mod	SMN2 splice enh
CC(OC(=O)C1COc2ccccc2O1)C(=O)N(C)c1ccccc1 (stereo not drawn)	-6%	10%	20%	-1%	2%	i	?	3%
O=C(NC1CCCCC1)C1CC(=O)N(CCc2ccccc2)C1 (stereo not drawn)	-7%	8%	7%	4%	1%	i	-2%	-7%
COc1ccc(OC)c2[nH]c(C(=O)O)cc12	-7%	-6%	?	9%	8%	7%	2%	8%
CCOc1ccc(-c2nc(N)nc(C)c2-c2ccc(OC)c(OC)c2)c(O)c1	-1%	-2%	-1%	7%	-6%	6%	11%	-4%
CCCCOCCCNC(=O)N[C@H](C(=O)O)C(C)CC (stereo partly drawn)	-1%	-3%	-1%	0%	10%	-3%	·	·
Cc1cc(C(=O)COC(=O)CCc2nc3ccccc3s2)c(C)n1C	-3%	?	-8%	4%	-11%	-4%	-12%	1%
Fc1ccc(CSc2ccc(-c3cccs3)nn2)cc1	-1%	-3%	-3%	2%	9%	-4%	7%	5µM*
CC(C)CN1CCN(Cc2ccc(CN3CCCCC3)s2)CC1CCO (stereo not drawn)	2%	-1%	7%	6%	3%	1%	·	·
C=CCOC(=O)C(C(C)=O)C(NC(=O)OC)c1ccc(Cl)cc1 (stereo not drawn)	3%[11.2 µM]	11%[13.5 µM]	·	·	6%[11.2 µM]	-1%[11.5 µM]	·	·
NS(=O)(=O)c1ccc(O)c(N2C(=O)c3cccc4c(C(=O)c5ccccc5)ccc(c34)C2=O)c1	-1%	-10%	-8%	5%	0%	-1%	-12%[9.22 µM]	-7%
CN(C)c1ccc(CNc2ncn[nH]2)cc1	-2%[53 µM]	-1%	-9%	-6%	-4%[53 µM]	i	-10%[46 µM]	·
COC(=O)Cc1c(C)c2ccc(OCC(=O)N(C)C)cc2oc1=O	-3%	?	?	-7%	-3%	-5%	11%	15%
O=C(NCc1ccco1)C1CC(c2ccc(Cl)cc2)=NO1 (stereo not drawn)	-1%[53 µM]	4%	0%	4%	-2%[53 µM]	i	·	·
O=C(CSc1ncnc2c1oc1ccccc12)Nc1nccs1	0%	9%	3%	5%	2%	i	·	·
Cc1ccc2ncccc2c1	-2%	?	·	12%	4%	0%	·	14%
Cc1ccc(C)c(N2N=C(C(=O)Nc3nccs3)CCC2=O)c1	-1%	5%	-4%	1%	3%	i	-4%[46 µM]	5%
COc1ccc(C(CCN2CCCCC2)c2c(OC)cc(OC)c3c(-c4ccccc4)cc(=O)oc23)cc1 (stereo not drawn)	-1%&-7%	·	0%	12%	1%&0%	7%&-2%	·	·
COc1ccc(S(=O)(=O)N2CCOCC2)cc1NC(=O)c1cccc2c(=O)c(C)c(-c3ccccc3)oc12	-3%	-13%	?	·	0%	-5%	-21%	·
CCCc1cc(=O)[nH]c(SC(CC)C(=O)Nc2ccccc2C#N)n1 (stereo not drawn)	-3%	3%	2%	3%	-11%	0%	0%	?
Cc1nc(Cl)c(S(N)(=O)=O)c(C)c1Cl	2%	9%	-1%	7%	3%	-3%	·	3%
COc1cc2c(cc1OC)C(C1C(=O)CCCC1=O)N(C(=O)CCl)CC2 (stereo not drawn)	2%	?	?	17%	7%	i	14%	-11%
O=C(O)c1ccccc1-c1ccccc1C(=O)Nc1ccccc1	2%	14%	10%	-7%	1%	-15%	0%	0%
Cn1c(SCc2ccccc2Cl)nc2ccccc21	-3%	-15%	8%	2%	2%	-8%	0%	111%
O=C(NC(=S)Nc1cccc(F)c1)c1cccc([N+](=O)[O-])c1	4%	·	3%	0%	2%	0%	·	·
O=C(COC(=O)[C@H](Cc1ccccc1)NC(=O)c1cccs1)Nc1cc(F)ccc1F	1%	14µM*	-2%	13%	1%	i	5%	2%
CCOC(=O)NC(O)C(=O)c1ccc(F)cc1 (stereo not drawn)	-3%	22µM*	8%	0%	-2%	-2%	·	5%
Cc1nn(C)cc1S(=O)(=O)NC1CCCC1	-4%	-1%	-3%	12%	4%	i	-3%[46 µM]	0%
Cc1nn(-c2ccccc2)nc1CNC(=O)C(C)Cc1ccccc1 (stereo not drawn)	0%&-2%	-4%&9%	2%&-3%	-1%&-6%	2%&0%	6%&-5%	?	-25%&-26%
O=C(CSc1ncccc1C(=O)O)NCCC1=CCCCC1	0%	2%	-7%	-15%	1%	19%	-7%	10%
CCCN1CCC2(CC1)C(C#N)=C(N)Oc1c2sc2nc(C)cc(C)c12	8%	?	?	27%	-13%	i	?	21%
COc1ccc(C(=O)N/N=C(\C)CC(=O)Nc2cccc(C(F)(F)F)c2)cc1	-1%	·	-6%	14%	-5%	-10%	·	·
COc1ccc(C2C3=C(CC(c4ccco4)CC3=O)Nc3ccccc3N2C(C)=O)cc1 (stereo not drawn)	2%	1%	-5%	-14%	7%	-18%	7%	4%
C=C(C)CSc1nc2c(c(=O)[nH]c(=O)n2C)n1CCC(C)C	1%	?	-6%	6%	-5%	-9%	5%	-33%[inhibitor]
Cc1cccnc1CN1CCN(Cc2nc(C(c3ccccc3)c3ccccc3)no2)CC1	0%	?	-8%	19%	-1%	-19%	?	·
COc1c(C)cc(C(=O)C2CCCN(C(=O)c3snnc3C)C2)cc1C (stereo not drawn)	-4%	?	-6%	8%	0%	i	·	·
Clc1ccccc1-c1nc(-c2ccncc2)no1	2%	5%[13.5 µM]	0%	5%[14.2 µM]	-5%	12%	·	?
